CHO-K1 Ca PAM: counter-screen for M1 PAMs: effect in parental CHO-K1 cells. ATP EC20, Fluo-8 calcium fluorescence; 0% at ATP EC20, 100% at ATP max. activation, % at 3 µM. hit rate 0.02% among 360,000;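 active means activation above the run cutoff, the mean activation of all test compounds plus 3 SD, cut at about 40% in these data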;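 further: peak over basal fluorescence ratio in a 140 s read after ATP addition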
TAAR1 antag: human TAAR1 antagonism. inhibition, % at 3 µM. AID 624466. Q96RJ0. CHO RD-HGA16 TAAR1, Fluo-8 calcium fluorescence, antagonist. hit rate 1.5% among 360,000;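 active means inhibition above a per-plate cutoff, the mean inhibition of test compounds on that plate plus 3 SD, cut at about 49% in these data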;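 further: 0% = DMSO plus EC80 beta-PEA response and 100% = DMSO alone without agonist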
Target sequence (Q96RJ0 whole entry, looked up): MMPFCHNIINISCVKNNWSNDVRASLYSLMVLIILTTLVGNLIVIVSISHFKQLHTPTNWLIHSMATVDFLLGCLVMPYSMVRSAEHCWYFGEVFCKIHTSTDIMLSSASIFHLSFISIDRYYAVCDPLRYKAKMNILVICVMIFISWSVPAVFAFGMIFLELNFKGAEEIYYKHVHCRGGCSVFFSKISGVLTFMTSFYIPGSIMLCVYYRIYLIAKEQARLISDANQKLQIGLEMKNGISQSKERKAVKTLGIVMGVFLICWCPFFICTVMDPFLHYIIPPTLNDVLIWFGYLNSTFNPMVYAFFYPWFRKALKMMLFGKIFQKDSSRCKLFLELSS
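Assay system: RD-HGA16 CHO cells with stable hTAAR1 and Gα16 / Reagent: EC80 β-phenethylamine stimulus / Doses: 3 µM, single point / Timing: dye loading 75 min at 37 °C, then 30 min room temperature / Measured by: Fluo-8 intracellular calcium dye fluorescence, real-time kinetic reads / Controls: vehicle wells and EC80 agonist wells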
M1 ag: human M1 muscarinic receptor agonism; P11229; CHO-K1 hM1, Fluo-8 calcium fluorescence, agonist mode; 0% DMSO, 100% acetylcholine EC100; activation, % at 3 µM; hit rate 0.33% among 360,000;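 active means activation above the run's mean compound activation plus 3 SD, cut at about 16% in these data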;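 further: peak over basal fluorescence ratio within a 140 s kinetic read after compound addition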
TAAR1 ag: agonists of human TAAR1. AID 624467. hit rate 0.99% among 360,000. CHO RD-HGA16 TAAR1, Fluo-8 calcium fluorescence; vehicle wells 0%, saturating PEA agonist 100%. Q96RJ0. activation, % at 3 µM;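 active means activation above the mean activation of all test compounds in the run plus 3 SD, cut at about 38% in these data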
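Assay system – CHO-derived RD-HGA16 cells with stable Gα16 and human TAAR1 · Compound dosing – one-point dosing at 3 µM (nominal) · Incubation – 17-24 h seeding, 75 min 37 °C dye, 30 min RT · Measured by – kinetic Fluo-8 calcium fluorescence · Control set – DMSO vehicle as 0%, PEA at EC100 as 100% · Repeats – single well for each compound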
OXTR potentiate: human OXTR potentiation; P30559; CHO-OTR cells, Fluo-8 calcium fluorescence, potentiator mode; 0% = oxytocin EC15, 100% = EC100; activation, % at 3 µM; hit rate 0.061% among 320,000; AID 2445;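 active means activation above that plate's cutoff, the mean activation of tested compounds plus 3 SD, cut at about 6.6% in these data, passing the limit was not always enough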;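 further: 100% uses oxytocin at 75 nM as the full agonist control; some results filed as inactive read as strong as hits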
Target sequence (P30559 whole entry, looked up): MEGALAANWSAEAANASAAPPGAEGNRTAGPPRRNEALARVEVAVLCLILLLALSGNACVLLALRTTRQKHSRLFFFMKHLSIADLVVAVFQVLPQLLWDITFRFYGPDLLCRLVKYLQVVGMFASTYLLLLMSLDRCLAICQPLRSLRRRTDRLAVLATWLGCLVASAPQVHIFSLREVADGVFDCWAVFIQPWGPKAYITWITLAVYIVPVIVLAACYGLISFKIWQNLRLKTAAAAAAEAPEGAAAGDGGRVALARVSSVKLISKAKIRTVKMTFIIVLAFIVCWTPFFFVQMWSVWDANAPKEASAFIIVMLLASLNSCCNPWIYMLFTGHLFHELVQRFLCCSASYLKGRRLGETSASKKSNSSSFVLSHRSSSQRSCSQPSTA
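test system = CHO-OTR cells, human receptor | compound = single-point 3.0 µM | schedule = 6 min compound pre-incubation at room temperature, 100 s kinetic read | signal = Fluo-8 no-wash calcium dye fluorescence, excitation 470-495 nm, emission 515-575 nm | repeats = single well per compound, singlicate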
M1 ag parental: M1 agonist counterscreen hit in parental CHO-K1 cells | AID 602248 | hit rate 0.48% among 360,000 | activation, % at 3 µM | Fluo-8 calcium fluorescence; scaled to maximal ATP response, vehicle zero; in the data active means activation above about 15%;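 further: untransfected CHO-K1 host cells lacking M1 receptor as counterscreen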
CHO parental Ca: counter-screen for OX1R antagonists: effect in parental CHO cells; hit rate 0.63% among 330,000; inhibition, % at 5.6 µM; AID 463079; parental CHO-K1, ATP-induced calcium, Fluo-8 fluorescence;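 active means inhibition above that plate's mean sample inhibition plus 3 SD, cut at about 26% in these data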;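 further: 0% = ATP-challenged DMSO wells and 100% = DMSO wells without ATP; some compounds past the cut are filed as inactive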
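Assay system: untransfected parental CHO cell line. Also added: ATP agonist challenge. Dosing: one dose, 5.6 µM nominal. Measured by: Fluo-8 fluorescence. Read-out: % inhibition. Benchmarks: ATP wells versus no-ATP DMSO wells. Repeats: no replicates.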
CHRM1 antagonist: human CHRM1 antagonism; hit rate 1.3% among 360,000; AID 588852; P11229; inhibition, % at 3 µM; CHO-K1 hM1, Fluo-8 calcium fluorescence, ACh EC80 antagonist;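 active means percent inhibition above its own plate's cutoff, namely the mean of that plate's compound wells plus 3 SD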;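 further: peak over basal fluorescence ratio during 140 s after agonist addition; 0% = ACh EC80 plus DMSO and 100% = DMSO alone without agonist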
CHO-K1 Ca antag: counter-screen for M1 antagonists: effect in parental CHO-K1 cells. ATP-induced calcium, Fluo-8 fluorescence. inhibition, % at 3 µM. hit rate 0.6% among 360,000. AID 602250;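 active means inhibition above a per-plate cutoff, the plate's mean sample inhibition plus 3 SD, cut at about 24% in these data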;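 further: 0% = DMSO plus EC80 ATP and 100% = DMSO alone without ATP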
* marks the source's active call; other numbers are inactive results; x = not tested or not shown. Hits appear at their usual frequency. Share with any hit: about 4.2%.

SMILES	CHO-K1 Ca PAM	TAAR1 antag	M1 ag	TAAR1 ag	OXTR potentiate	M1 ag parental	CHO parental Ca	CHRM1 antagonist	CHO-K1 Ca antag
CC1(C)CC(=O)C2=C(C1)N=C1SCCC(=O)N1C2c1cccc([N+](=O)[O-])c1 (stereo not given)	16	-8	-6	3	-5	0.4	-18	0	-18
COc1cc(/C=C2\SC(=O)NC2=O)ccc1OCc1ccc(Cl)nc1	11	16	-1	0	-15	1.6	-9	-12	-8
COc1ccc(CSc2nnnn2-c2ccccc2)cc1	2	24	-5	-2	-14	0.0	-17	4	7
Cc1cnc2c(N)cc(C)c(C)c2c1	5	-12	-1	-2	x	0.0	x	-24	-4
Cn1nccc1NC(=O)c1nccnc1C(=O)O	20	-28	-1	1	-7	-0.1	-4	-17	-19
CCCc1ccc(-c2cc(C(=O)NC3=NCCS3)c3ccccc3n2)cc1	8	38	-13	4	-4	0.2	-17	17	-1
O=C(COc1ccc(S(=O)(=O)N2CCOCC2)cc1)Nc1cccc([N+](=O)[O-])c1	-2	3	0	3	-14	7.6	-7	0	-2
Cc1ccc(C(=O)Cn2nnc(-c3ccccc3-n3cnnn3)n2)cc1	1	-25	-5	3	-3	1.4	-13	-12	-18
CC(C)(C)NC(=O)C(OC(=O)c1ccco1)c1ccccc1F (stereo not given)	0	-18	0	2	-2	-0.3	-13	-24	0
O=C(C1CCCN(Cc2ccc(Cl)cc2)C1)N1CCCCC1 (stereo not given)	-14	-4	-9	3	-6	7.0	-16	-2	13
Cc1cccc(Cn2c(N3CCc4ccccc4C3)nc3c2c(=O)[nH]c(=O)n3C)c1	12	-13	-2	-1	-6	0.4	-1	-10	-11
O=C(Cn1cc(S(=O)(=O)Cc2ccccc2)c2ccccc21)N1CCOCC1	9	-4	0	3	0	5.5	-14	-10	-4
COc1cn(-c2ccccc2)nc1C(=O)Nc1ccccc1	-25	-15	-2	2	-3	0.1	-15	6	-12
COCCCNc1nc2ccccc2nc1NS(=O)(=O)c1cccc(Cl)c1	-24	-1	-2	1	-2	0.3	-14	1	7
CC(C)(CN1CCCC1)NS(=O)(=O)c1ccc(Cl)cc1	-12	1	-12	0	-1	0.3	-11	9	-4

A different layout for four compounds above:
SMILES: CC1(C)CC(=O)C2=C(C1)N=C1SCCC(=O)N1C2c1cccc([N+](=O)[O-])c1 (stereo not given)
  CHO-K1 Ca PAM: 16	TAAR1 antag: -8	M1 ag: -6	TAAR1 ag: 3	OXTR potentiate: -5	M1 ag parental: 0.4	CHO parental Ca: -18	CHRM1 antagonist: 0	CHO-K1 Ca antag: -18

SMILES: COc1ccc(CSc2nnnn2-c2ccccc2)cc1
  CHO-K1 Ca PAM: 2	TAAR1 antag: 24	M1 ag: -5	TAAR1 ag: -2	OXTR potentiate: -14	M1 ag parental: 0.0	CHO parental Ca: -17	CHRM1 antagonist: 4	CHO-K1 Ca antag: 7

SMILES: O=C(Cn1cc(S(=O)(=O)Cc2ccccc2)c2ccccc21)N1CCOCC1
  CHO-K1 Ca PAM: 9	TAAR1 antag: -4	M1 ag: 0	TAAR1 ag: 3	OXTR potentiate: 0	M1 ag parental: 5.5	CHO parental Ca: -14	CHRM1 antagonist: -10	CHO-K1 Ca antag: -4

SMILES: CC(C)(CN1CCCC1)NS(=O)(=O)c1ccc(Cl)cc1
  CHO-K1 Ca PAM: -12	TAAR1 antag: 1	M1 ag: -12	TAAR1 ag: 0	OXTR potentiate: -1	M1 ag parental: 0.3	CHO parental Ca: -11	CHRM1 antagonist: 9	CHO-K1 Ca antag: -4

Whole records from above. Values in the order: CHO-K1 Ca PAM, TAAR1 antag, M1 ag, TAAR1 ag, OXTR potentiate, M1 ag parental, CHO parental Ca, CHRM1 antagonist, CHO-K1 Ca antag
COc1cc(/C=C2\SC(=O)NC2=O)ccc1OCc1ccc(Cl)nc1 is entered as 11, 16, -1, 0, -15, 1.6, -9, -12, -8
O=C(Cn1cc(S(=O)(=O)Cc2ccccc2)c2ccccc21)N1CCOCC1 is entered as 9, -4, 0, 3, 0, 5.5, -14, -10, -4

Next compounds follow:
SMILES	CHO-K1 Ca PAM	TAAR1 antag	M1 ag	TAAR1 ag	OXTR potentiate	M1 ag parental	CHO parental Ca	CHRM1 antagonist	CHO-K1 Ca antag
N#CC(c1ccccc1)c1ccc(C(=O)c2ccc(F)cc2)cc1 (stereo not given)	8	25	1	14	-8	0.9	14	0	-3
O=C(OCC1OC(n2ccc(=O)[nH]c2=O)C(Cl)C1O)c1ccccc1 (stereo not given)	5	-24	-2	-1	x	1.4	x	-4	-12
Cc1cccc(NC(=O)COC(=O)C(NC(=O)c2cccc(S(=O)(=O)N3CCOCC3)c2)C(C)C)c1 (stereo not given)	3	3	-4	9	x	4.5	x	7	-7
S=c1[nH]c2ccccc2n1CCOc1ccccc1	10	-18	-4	0	-11	0.8	-2	-15	-9
O=C(COC(=O)c1ccc(Br)o1)Nc1ccc2c(c1)OCCO2	4	1	0	3	-8	0.3	-4	-20	-12
O=C(CSc1nc2ncc(Br)cc2[nH]1)Nc1ccc2c(c1)OCO2	-5	7	-1	10	-13	1.1	-15	-43	0
CCSc1nc2c(cnn2-c2ccc(C)cc2)c(=O)[nH]1	-2	-23	-5	-2	-1	-0.1	3	-5	-2
CCSC1=C(C#N)C2(CCCCC2)C(C#N)=C(N)N1	23	10	0	27	-5	7.8	-2	-28	-13
CC1(C)Cc2c(sc(/N=C/N3CCOCC3)c2C#N)C(C)(C)N1	3	-9	-2	2	-15	-0.2	-4	-2	17
O=C1c2ccccc2C(=O)N1CCc1nn[nH]n1	17	3	-3	12	-4	-0.2	-9	3	-14
Cc1cc(C(=O)CSc2nnc(-c3ccccc3)n2-c2ccccc2)c(C)n1-c1ncn[nH]1	-3	0	4	11	-18	-0.5	-17	-4	-3
Cc1nn(-c2ccccc2)nc1C(N)=O	12	-5	-1	10	-1	0.5	-2	-6	-7
Nc1[nH]c(=S)[nH]c(=O)c1-c1ccccc1	14	-21	-2	12	-11	0.0	-1	-3	4
Cc1ccc(/C=C2\SC(=S)N(CCCC(=O)Nc3ccc(O)cc3)C2=O)cc1	0	-17	-2	-1	-14	-0.6	-10	-9	24
CCSc1nc2c(c(=O)n(C)c(=O)n2C)n1Cc1ccc(Cl)cc1	22	22	-4	28	-14	1.3	-6	-6	-15
Cc1noc(C)c1CSCC(=O)OCC(=O)NC1CCCCC1	16	-20	-3	8	-17	0.5	-14	-4	-8
COCCn1c(=O)[nH]c2cc(C(=O)N3CCN(c4ccccc4)CC3)ccc2c1=O	-4	x	-8	x	-8	1.0	7	1	-10
Cc1ccc(S(=O)(=O)Nc2nc(C)c(C(=O)NNS(=O)(=O)c3cc(C)ccc3C)s2)cc1	13	-1	-3	2	-8	0.0	-4	-18	-3
Cc1ccc(Cn2cc(S(=O)(=O)c3ccc(C(C)C)cc3)c(=O)c3cc4c(cc32)OCO4)cc1	21	-22	-3	3	-1	0.3	-17	-9	-5
O=C(c1ccco1)N1N=C(c2ccco2)CC1c1ccc(Cl)cc1Cl (stereo not given)	-12	11	-5	26	0	-0.7	25	4	11
CCC(C(N)=O)N1C(=O)C2C3CCC(C3)C2C1=O (stereo not given)	-3	-19	2	4	x	-0.3	x	-19	-6
Cn1c(=O)oc2cc(S(=O)(=O)NCCC(=O)N3CCc4ccccc43)ccc21	1	9	-9	3	-1	0.4	-7	-14	-15
CC(C)[C@@H](C(=O)NCC1CCCO1)N1C(=O)N2CCc3c([nH]c4ccccc34)[C@@]2(C)C1=O (stereo not given in full)	17	-11	-2	3	-5	-0.3	-25	-8	1
COc1ccc2c(c1)[nH]c1c(=O)n(Cc3ccccn3)cnc12	-3	5	-3	2	6	-0.5	-8	2	-6
O=C(CCN1C(=O)C2CC=C(Cl)CC2C1=O)NC1CCCCC1 (stereo not given)	-1	-23	-2	4	4	0.2	-5	-14	-19
CC(C)(C)NS(=O)(=O)c1ccc(CCC(=O)N2CCCCC2)cc1	7	6	0	1	-7	0.1	-11	-4	2
CCCCC(=O)NNC(=O)c1c(O)c2ccccc2[nH]c1=O	23	-33	-2	2	-2	6.6	-7	-10	-6
Cc1ccc(NC(=O)NNC(=O)c2cccs2)cc1	-13	-3	-5	2	-5	0.0	-5	4	16
Cc1ccc2sc(NC(=O)C3CC3)nc2c1C	-4	6	-4	-1	-4	0.8	3	1	-3
CC(=O)Nc1cc(-c2nn(C)c(=O)c3ccccc23)ccc1N1CCCCC1	20	9	-3	1	1	1.5	-7	-6	-8
COc1cc(CNC(C)C)ccc1OCC(=O)Nc1cccc2ccccc12	-9	-3	-6	2	-3	1.5	-8	5	-6
O=C1c2ccccc2C(=O)c2c1ccc(O)c2O	4	-15	-5	-2	x	-0.2	x	-18	6
CC(=O)c1cccc(NC(=S)N2CCN(S(C)(=O)=O)CC2)c1	14	0	0	3	-6	1.0	-6	-8	-7

An excerpt of these results, with bars between the fields.
smiles | CHO-K1 Ca PAM | TAAR1 antag | M1 ag | TAAR1 ag | OXTR potentiate | M1 ag parental | CHO parental Ca | CHRM1 antagonist | CHO-K1 Ca antag
Cc1ccc(NC(=O)NNC(=O)c2cccs2)cc1 | -13 | -3 | -5 | 2 | -5 | 0.0 | -5 | 4 | 16
Cc1ccc2sc(NC(=O)C3CC3)nc2c1C | -4 | 6 | -4 | -1 | -4 | 0.8 | 3 | 1 | -3
CC(=O)Nc1cc(-c2nn(C)c(=O)c3ccccc23)ccc1N1CCCCC1 | 20 | 9 | -3 | 1 | 1 | 1.5 | -7 | -6 | -8
COc1cc(CNC(C)C)ccc1OCC(=O)Nc1cccc2ccccc12 | -9 | -3 | -6 | 2 | -3 | 1.5 | -8 | 5 | -6

Compound activity as filed in PubChem.
